TRb-SRC2 inh – TRbeta-SRC2 interaction inhibition; P10828; TRbeta-SRC2 peptide binding, fluorescence polarization; receptor liganded with 1 µM T3; Potency, µM (series often up to 106 µM), for the others: at the top dose activity change, negative = inhibition, usual class: inhibitors; hit rate 0.065% among 280,000;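 further: potency means the concentration at half of the fitted maximal effect; plate controls were bound peptide for no effect and peptide without receptor for full effect; nearly all actives have a fitted effect of over 50% in size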
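Assay buffer: 20 mM Tris-HCl, 100 mM NaCl, 10% glycerol, 1 mM EDTA, 0.01% NP-40, 1 mM DTT, 1 uM T3, 5% DMSO; TRb LBD 0.6 uM, Texas Red SRC2 20 nM; FP after 5 hr.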
Tau fluor cs – counter-screen for tau fibril formation inhibitors. tau K18 P301L Alexa594 fluorescence, heparin fibrillization. hit rate 0.93% among 280,000. Potency, µM (titrated, usually from 57.7 µM), without a hit: at the highest dose activity change, negative = decrease; further: potency means the concentration at half of the fitted maximal effect; on the % scale 0 is the no-effect control and ±100 the full control effect; nearly all actives have a fitted effect of over 55% in size
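Human tau K18 P301L (15 uM unlabeled, 0.24 uM Alexa 594-labeled) in 100 mM sodium acetate pH 7 with 20 uM heparin, 6 hr at 37 C. ThT 30 uM added, 1 hr ambient; Alexa 594 FP and total fluorescence read at 555/632 nm.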
TexasRed fluor – counter-screen for TRb-SRC2 inhibitors: fluorescence interference | TRb/SRC2 Texas Red total fluorescence interference | Potency, µM (highest dose often 106 µM), for the others: top-dose fluorescence change, negative = quenching | hit rate 0.29% among 280,000 | AID 1479; active means well fitted curve in either direction with a large enough effect; inconclusive means small, poorly fitted or top-dose-only effect; further: potency means the concentration at half of the fitted maximal effect; on the % scale 0 is the no-effect control and ±100 the full control effect
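Human TRβ ligand-binding domain (0.6 uM) and Texas Red SRC2 peptide (20 nM) in Tris buffer with 1 uM T3 and 5% DMSO were incubated with pinned compound for 5 hr at ambient temperature. Total fluorescence was computed as S + 2P (555/632 nm).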
NPSR antag – neuropeptide S receptor (human) antagonism, cAMP | CHO-NPSR cells, cAMP TR-FRET, antagonist mode | Potency, µM (titrated, usually from 38.3 µM), for the others: at the highest dose activity change, negative = inhibition, hits mostly inhibitors | hit rate 1% among 220,000; further: potency means the concentration at half of the fitted maximal effect; on the % scale 0 is the no-effect control and ±100 the full control effect; nearly all actives have a fitted effect of over 50% in size; many of its hits are not listed in these tables
aGal spleen mod – inhibits or activates alpha-galactosidase in human spleen homogenate. Potency, µM (top dose mostly 80 µM), inactives show at the top dose activity change, negative = inhibition, usual class: inhibitors. hit rate 0.008% among 240,000. P06280. human spleen homogenate, 4MU-alpha-Gal fluorescence, 40 min;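 further: potency means the concentration at half of the fitted maximal effect; 0% = enzyme with vehicle and -100% = no enzyme basal signal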
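qHTS titration in buffer at pH 5.0. Alpha-galactosidase activity in spleen homogenate was measured via 4-methylumbelliferone release from 1 mM fluorogenic substrate after 40 min at 37C and a pH 10 stop. AC50 came from Hill fits of control-normalized data.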
CBFb RUNX1 block – CBF-beta/RUNX1 interaction disruption. Q01196+Q13951. AlphaScreen CBFb-His/RUNX1-biotin binding, biochemical. Potency, µM (doses to about 59.8 µM), inactives show top-dose activity, negative = inhibition, hits mostly inhibitors. 230,000 tested, under 10 active; further: % of control where 0% means no effect
Target sequence (Q01196 whole entry, looked up): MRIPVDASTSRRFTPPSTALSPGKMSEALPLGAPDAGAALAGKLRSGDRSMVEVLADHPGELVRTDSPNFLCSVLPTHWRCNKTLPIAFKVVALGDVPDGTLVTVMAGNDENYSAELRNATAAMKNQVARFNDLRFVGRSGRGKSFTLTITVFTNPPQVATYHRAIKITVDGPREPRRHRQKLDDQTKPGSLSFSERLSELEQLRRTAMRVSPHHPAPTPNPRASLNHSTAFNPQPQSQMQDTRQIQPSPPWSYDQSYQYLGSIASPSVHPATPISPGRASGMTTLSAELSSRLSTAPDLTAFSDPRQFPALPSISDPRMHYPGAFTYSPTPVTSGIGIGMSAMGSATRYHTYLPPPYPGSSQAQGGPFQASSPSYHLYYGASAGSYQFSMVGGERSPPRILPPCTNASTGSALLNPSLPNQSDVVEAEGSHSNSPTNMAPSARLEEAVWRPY
Target sequence (Q13951 whole entry, looked up): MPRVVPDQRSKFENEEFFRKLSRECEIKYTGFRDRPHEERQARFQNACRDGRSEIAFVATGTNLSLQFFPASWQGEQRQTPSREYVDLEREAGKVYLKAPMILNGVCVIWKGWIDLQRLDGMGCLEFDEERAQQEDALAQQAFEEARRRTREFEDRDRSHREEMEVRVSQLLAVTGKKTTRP
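Proteins preincubated together for 20 min at RT before compound addition; 15 min later, nickel and streptavidin beads were added and left 90 min prior to AlphaScreen measurement.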
Tau FP inhib – inhibitors of human tau fibril formation | P10636 | K18 P301L tau heparin fibrillization, Alexa594 FP, 6 h | Potency, µM (titrated, usually from 57.7 µM), without a hit: top-dose activity, negative = inhibition, most hits filed as inhibitors | hit rate 0.39% among 280,000 | AID 1468; further: potency means the concentration at half of the fitted maximal effect; on the % scale 0 is the no-effect control and ±100 the full control effect; nearly all actives have a fitted effect of over 55% in size
Target sequence (P10636 561-689 P618L limits assumed): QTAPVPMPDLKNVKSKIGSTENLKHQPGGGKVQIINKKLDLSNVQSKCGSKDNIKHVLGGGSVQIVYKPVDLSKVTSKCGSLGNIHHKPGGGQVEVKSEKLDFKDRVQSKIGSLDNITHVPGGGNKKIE
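Steps: dispense K18 P301L tau (15 uM plus 0.24 uM Alexa 594 tracer, final) in pH 7 sodium acetate; add compound; add heparin (20 uM final); incubate 6 hr, 37 C; add ThT (30 uM final); after 1 hr ambient, read FP.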
Epigenetic reg – epigenetic control regulation, reporter derepression | murine LDR cells, GFP reporter derepression, 30 h | Potency, µM (highest dose often 53.9 µM), for the others: top-dose GFP activation, most hits filed as activators | hit rate 0.2% among 280,000 | AID 1865; further: potency means the concentration at half of the fitted maximal effect; % of control where 0% means no effect; nearly all actives have a fitted effect of over 60% in size
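GFP-positive cell count by laser-scanning cytometry (objects 20–120 um) after 30 h, 37 C compound exposure of murine LDR cells; reporter is CMV-GFP integrated at a silenced locus, inducible by HDAC or DNMT inhibitors.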
* = called active by the depositor; ? = inconclusive; . = no result given; [ ] = another dose, or the depositor's remark. Unless noted, the call rests on the fitted dose curve; in most records, active means well fitted curve in the direction sought with a large enough effect; inconclusive means small, poorly fitted or top-dose-only effect, or another doubt; inactive means no such curve, though single readings can be large; an effect the other way counts as inactive or inconclusive.

SMILES	TRb-SRC2 inh	Tau fluor cs	TexasRed fluor	NPSR antag	aGal spleen mod	CBFb RUNX1 block	Tau FP inhib	Epigenetic reg
Cc1cccc(OCCC(=O)Nc2ccc(S(=O)(=O)N3CCCC3)cc2)c1	-15%	-21%	1%	-23%[46.1 µM]	-6%	-1%	-4%	-1.1%
N/C(=N\O)c1ccc(N2CCN(c3ncccc3C(F)(F)F)CC2)nc1	-7%	-4%	-2%	-11%	2%	3%	16%	2.1%
O=C(Oc1ccc2c3c(c(=O)oc2c1)CCCC3)c1ccco1	-10%	-21%	0%	-4%[46.1 µM]	?	3%	7%	3.7%
C/C(CCc1ccc2c(c1)OCO2)=N\NC(=S)NC(C)C	-1%	-1%	-2%	-49%	5%	-1%	4%	?
Cc1ccc(NC(=O)c2ccc3ccccc3n2)cc1S(=O)(=O)N(C)C	12%	-26%	-1%	-23%	0%	3%	-9%	-2.9%
COc1ccccc1C(=O)N1CCN(Cc2ccc3c(c2)OCO3)CC1	3%	2%	-2%	5%[46.1 µM]	2%	-3%	4%	3.5%
O=[N+]([O-])c1cccc(C2=NC(c3ccccc3)CO2)c1 (stereo not given)	-5%	-16%	-4%	-22%	-5%	3%	10%	0.2%
COc1ccc2c(c1OC)C(=O)N(c1nccs1)C2	0%	-3%	0%	-28%[46.1 µM]	0%	8%	-3%	-11%
O=C(CCNS(=O)(=O)c1cccs1)NCc1ccco1	0%	-1%	4%	-2%[46.1 µM]	-6%	0%	-4%	-1.2%
O=C(Nc1ccc(F)cc1)C1CCN(c2nc3ccccc3n3cccc23)CC1	5%	?	-7%	.	.	.	-3%	0.0%
Nc1c(NCCc2ccccc2)c2ccccc2oc1=O	-10%	-6%	-1%	-2%	-2%	-4%	8%	0.2%
O=C(COC(=O)c1ccccc1NC(=O)c1ccccc1)c1ccc([N+](=O)[O-])cc1	4%	?	1%	-15%[46.1 µM]	6%	-14%	2%	-2.2%
COc1ccc(CSc2nnc(C)n2N)cc1Br	-2%	8%	1%	-3%[46.1 µM]	10%	13%	7%	-0.1%
Nc1nnn(CC(=O)N/N=C/c2ccco2)n1	-3%	-14%	1%	-22%	4%	4%	-4%	-0.2%
Cn1nc(-c2ccccc2)c(CSc2cccc(Cl)c2)c1Cl	2%	-19%	-2%	-16%[46.1 µM]	0%	?	?	1.4%
CCc1ccc(NC(=O)c2ccc(F)c(S(=O)(=O)N(CC)c3ccccc3)c2)cc1	3%	-23%	1%	0%[46.1 µM]	-1%	-5%	-16%	0.0%
Cc1ccccc1CSc1nnc(-c2ccccc2)c(=O)[nH]1	-7%	-8%	1%	-40%	-9%	-5%	-15%	5.4%
O=C(COc1ccc2ccccc2c1Br)NCc1ccccn1	-1%	-4%	-1%	-6%	-5%	-3%	9%	-0.3%
CCCC12CN3CC(C)(CN(C1)C31C(=O)Nc3ccc(C)cc31)C2=O (stereo not given)	1%	0%	-1%	-11%[46.1 µM]	6%	9%	6%	1.2%
O=C(NC1CCCc2ccccc21)C1CCN(S(=O)(=O)c2cnc[nH]2)CC1 (stereo not given)	11%	-6%	1%	-11%[46.1 µM]	4%	2%	1%	-2.2%

Record cards, from the list above. Order of values: TRb-SRC2 inh, Tau fluor cs, TexasRed fluor, NPSR antag, aGal spleen mod, CBFb RUNX1 block, Tau FP inhib, Epigenetic reg
`CCCC12CN3CC(C)(CN(C1)C31C(=O)Nc3ccc(C)cc31)C2=O` (stereo not given) is entered as 1%, 0%, -1%, -11%[46.1 µM], 6%, 9%, 6%, 1.2%
`COc1ccc(CSc2nnc(C)n2N)cc1Br` is entered as -2%, 8%, 1%, -3%[46.1 µM], 10%, 13%, 7%, -0.1%
`COc1ccccc1C(=O)N1CCN(Cc2ccc3c(c2)OCO3)CC1` is entered as 3%, 2%, -2%, 5%[46.1 µM], 2%, -3%, 4%, 3.5%

Remaining list, next part:
SMILES	TRb-SRC2 inh	Tau fluor cs	TexasRed fluor	NPSR antag	aGal spleen mod	CBFb RUNX1 block	Tau FP inhib	Epigenetic reg
CCOc1ccc(-c2cn3nc(CC(C)C)sc3n2)cc1	8%	-12%	0%	.	.	.	0%	5.2%
NS(=O)(=O)C#Cc1ccccc1	-1%	.	3%	.	6%	19%	.	.
CNC(=O)/C(=C/c1ccc2c(c1)OCO2)NC(=O)c1ccc(Br)cc1	11%	9%	-1%	8%	10%	12%	2%	-2.0%
CCOC(=O)C1CN(S(=O)(=O)c2ccccc2)c2cc(S(=O)(=O)CC)ccc2O1 (stereo not given)	5%	-6%	-5%	-7%[46.1 µM]	-6%	0%	-4%	-1.9%
Cc1ccccc1CN1C(=O)c2ccccc2Sc2ccc(C(=O)N3CCOCC3)cc21	-4%	-9%	-2%	.	.	.	-1%	3.5%
CCCCNc1nc2c(c(=O)n(C)c(=O)n2C)n1CC(O)COc1ccccc1C (stereo not given)	9%	-16%	-1%	.	.	.	9%	1.1%
COc1ccccc1Cn1c(CNS(=O)(=O)c2ccc(CC(C)C)cc2)nc2cccnc21	-2%	-15%	3%	.	.	.	7%	1.4%
N#Cc1cccc(S(=O)(=O)NCC(=O)OCC(=O)c2ccc[nH]2)c1	-4%	2%	1%	5%	-6%	-1%	5%	-2.9%
Cc1c(NC(=O)Nc2ccc(Cl)c(Cl)c2)sc2nc3n(c(=O)c12)CCC(C)CC3 (stereo not given)	3%	?	-1%	.	.	.	?	8.1%
COc1cc(OC)c(NC(=O)C2CCN(S(=O)(=O)c3c(C)noc3/C=C/c3c(C)cc(C)cc3C)CC2)cc1Cl	-1%	-5%	0%	.	.	.	-11%	3.4%
Cc1ccccc1NS(=O)(=O)c1ccc(OCCNS(C)(=O)=O)cc1	-4%[53 µM]	8%	-1%[53 µM]	15%	24%	1%	-1%	-0.3%
Cc1nnsc1C(=O)NNC(=O)Nc1ccccc1	-1%	4%	-3%	2%	-1%	9%	3%	-0.5%
Cc1ccc(S(=O)(=O)N2CCCCC2)cc1NC(=O)c1ccc2ccccc2n1	-10%	5%	-9%	-16%	-3%	-15%	-3%	3.7%
CC(=O)c1ccc(N2CCN(C(=O)c3ccc(Cn4c(=S)[nH]c5ccc(N6CCOCC6)cc5c4=O)cc3)CC2)cc1	4%	-19%	-2%	-8%	-5%	-3%	15%	-2.2%
Fc1ccc(-c2nnc3ccccn23)cc1	-2%	-6%	-4%	-3%	-1%	5%	0%	5.7%
CCOc1ccc2[nH]c(=O)c(CN(CCc3ccccc3)C(=O)c3cnccn3)cc2c1	0%	-2%	-3%	-17%[46.1 µM]	3%	4%	-4%	-0.5%
COc1ccc(-c2cn3cc([N+](=O)[O-])ccc3n2)cc1OC	5%	-22%	-8%	-39%	-8%	-11%	7%	0.0%
CC1(O)C(=O)C=C2C=C(C3CC3)OC=C2C1=O (stereo not given)	-3%	-1%	-2%	.	-3%	4%	-6%	-1.1%
C/C=C/C(=O)OCC(=O)Nc1ccccc1Br	-5%	2%	-1%	12%	3%	30%	6%	-5.3%
COc1ccc(C2CC(c3cccs3)=NN2c2ccc(F)cc2)cc1OC (stereo not given)	-7%	?	-3%	-53%	?	?	6%	?
COc1ccc(NC(=O)CN(C)CC(=O)Nc2ccc(N3CCOCC3)cc2)c([N+](=O)[O-])c1	-2%	-26%	2%	-1%	10%	-6%	-3%	-0.1%
CC1CCCC(NC(=O)C2CCN(S(=O)(=O)N3CCCCCC3)CC2)C1C (stereo not given)	-2%	-10%	3%	-12%	-4%	-8%	9%	-1.0%
CCN1C(=O)C(O)(CC(=O)C(C)(C)C)c2cc(Br)ccc21 (stereo not given)	6%	-3%	-4%	16%	-2%	13%	-2%	-0.6%
CCN(CC)c1ccc2c(Cl)cc(=O)oc2c1	-27%	-16%	27%	-19%[46.1 µM]	?	?	-1%	1.1%
COc1cc(C(=O)Nc2cccc3cccnc23)cc(OC)c1OC	6%	-10%	-3%	-13%[46.1 µM]	0%	1%	-8%	1.1%
COc1cc([N+](=O)[O-])cc(/C=N\NC(=O)C2COc3ccccc3O2)c1O (stereo not given)	1%	-26%	-5%	-12%[7.67 µM]	3%	.	0%	-0.3%
O=C(c1ccc(Cl)cc1)C1CCCN(C(=O)c2csnn2)C1 (stereo not given)	3%	-11%	-4%	-9%	5%	3%	-2%	1.1%
Cc1cc(CNC(=O)CC2C(=O)NCCN2CC(C)(C)C)nn1C (stereo not given)	-3%	-11%	1%	-23%	2%	9%	-7%	-0.2%
N#CC(C#N)=C(Nc1ccc(F)cc1)SCc1cccc(F)c1	1%	?	-2%	-28%	-2%	16%	?	1.1%
COC(=O)c1ccccc1NC(=O)c1cc(-c2cccs2)on1	1%	3%	-5%	-2%[46.1 µM]	-2%	0%	8%	2.0%
Cc1onc(-c2ccccc2)c1C(=O)Nc1ccncc1	2%	5%	-8%	16%[46.1 µM]	12%	5%	-4%	0.0%
Cc1ccc(-n2c(SCc3nc(-c4ccccc4C)no3)nnc2-c2ccncc2)cc1C	7%	-21%	13%	.	.	.	2%	-1.9%
O=C(NC(=S)Nc1ccc(N2CCOCC2)cc1)c1ccc2c(c1)OCCO2	0%	?	-6%	5%	6%	?	9%	-2.0%
Cc1cccc(NC(=S)Nc2ccc(N3CCOCC3)cc2)c1C	14%	8%	-1%	33%	-9%	-2%	3%	1.0%
O=C(CCC1CCCN(Cc2ccc3c(c2)OCCO3)C1)NCc1ccccc1F (stereo not given)	5%	-5%	2%	1%	1%	6%	-1%	0.0%
COc1ccc(CNC(=O)c2ccc(SC)cc2OC)cc1	1%	-10%	1%	1%	7%	2%	-3%	1.0%

3 entries picked at random from those above:
SMILES	TRb-SRC2 inh	Tau fluor cs	TexasRed fluor	NPSR antag	aGal spleen mod	CBFb RUNX1 block	Tau FP inhib	Epigenetic reg
COc1cc(C(=O)Nc2cccc3cccnc23)cc(OC)c1OC	6%	-10%	-3%	-13%[46.1 µM]	0%	1%	-8%	1.1%
O=C(c1ccc(Cl)cc1)C1CCCN(C(=O)c2csnn2)C1 (stereo not given)	3%	-11%	-4%	-9%	5%	3%	-2%	1.1%
COc1ccc(CNC(=O)c2ccc(SC)cc2OC)cc1	1%	-10%	1%	1%	7%	2%	-3%	1.0%

High-throughput results: PubChem BioAssay, National Center for Advancing Translational Sciences (NCATS)

An excerpt, so the mix of outcomes need not match the whole.
